MEKK2wt PB1 HTS: raises or lowers MEK5 binding to wildtype human MEKK2 PB1 domain. bead flow cytometry, Alexa488-MEK5 binding to MEKK2 WT; actives lie on both sides. binding response (% of control), % at 10 µM. 290,000 tested, 1.1% active. AID 1531; in the data active = binding response below about 67% or above about 130%
CRFR2-BP ag: CRF-BP/CRF-R2 complex agonism; HEK293 CRF-R2/CRF-BP, calcium dye fluorescence (FLIPR); percent of saturating CRF peptide response; activation, % at 13.2 µM; 350,000 tested, 0.46% active; AID 588473;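 active = activation of at least 50%, plus an integration ratio under a set limit after plate pattern correction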;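 note: plate controls were neutral control wells without compound for no effect and CRF at EC100 for full effect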
HCV NS3 hel inh: inhibitors of Hepatitis C virus NS3 helicase. 290,000 tested, 0.56% active. inhibition, % at 10.9 µM. AID 1800. NS3 helicase DNA unwinding, Cy5 molecular beacon fluorescence;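 active = inhibition above the mean of all tested compounds plus 3 SD, set per campaign, cut at about 35% in these data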;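 note: 0% = DMSO wells and 100% = thioflavine S control wells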
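test system = hepatitis C virus NS3 helicase domain fragment enzyme | reagent = annealed dual-labelled DNA beacon duplex, ATP-started | times = 1 h at 25 °C | detection = Cy5 fluorescence, 0 and 60 min reads | read-out basis = percent inhibition from t60/t0 fluorescence ratio | control set = DMSO and thioflavine S | replication = one well per compound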
UBC9 SUMO inh: SUMOylation inhibition | P63279 | HTRF SUMOylation assay, SAE1/SAE2 + UBC9, in vitro | inhibition, % at 35 µM | 290,000 tested, 0.36% active; in the data active = inhibition above about 50%, passing the limit was not always enough; note: strong numbers were not always called active
Target sequence (P63279 whole entry, looked up): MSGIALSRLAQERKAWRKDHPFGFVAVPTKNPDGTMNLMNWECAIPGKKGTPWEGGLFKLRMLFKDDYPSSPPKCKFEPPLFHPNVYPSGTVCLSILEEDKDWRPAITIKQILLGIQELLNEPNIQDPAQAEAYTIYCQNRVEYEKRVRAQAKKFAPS
MEKK2 mut-MEK5: signal of MEK5 binding to mutant human MEKK2 PB1 domain; bead flow cytometry, Alexa488-MEK5 binding to MEKK2 mutant; percent response, % at 10 µM; 290,000 tested, 0.35% active; in the data active = percent response above about 24%, passing the limit was not always enough; note: inactives centre near 1; some results filed as inactive read as strong as hits
DNA FID counter: fluorescent intercalator displacement, NS3 helicase counter-screen; inhibition, % at 7.9 µM; AID 1845; DNA fluorescent intercalator displacement, fluorescence; 290,000 tested, 0.17% active; in the data active = inhibition above about 37%;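 note: 0% = vehicle and 100% = reference compound; higher means more ethidium bromide displaced from hairpin DNA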
GalR3 antag: human GalR3 antagonism; 360,000 tested, 0.44% active; inhibition, % at 3 µM; HEK293 GalR3-CNG cAMP membrane potential fluorescence; galR3 body fused to GalR1 C-terminus;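 active = inhibition above the screen-wide average plus 3 SD, cut at about 13% in these data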;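 note: forskolin and galanin both at EC90 stimulate the cells; cAMP rise reported by CNG channel membrane potential dye signal; 0% = forskolin plus galanin with DMSO and 100% = forskolin alone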
Target sequence (O60755 1-299 limits assumed): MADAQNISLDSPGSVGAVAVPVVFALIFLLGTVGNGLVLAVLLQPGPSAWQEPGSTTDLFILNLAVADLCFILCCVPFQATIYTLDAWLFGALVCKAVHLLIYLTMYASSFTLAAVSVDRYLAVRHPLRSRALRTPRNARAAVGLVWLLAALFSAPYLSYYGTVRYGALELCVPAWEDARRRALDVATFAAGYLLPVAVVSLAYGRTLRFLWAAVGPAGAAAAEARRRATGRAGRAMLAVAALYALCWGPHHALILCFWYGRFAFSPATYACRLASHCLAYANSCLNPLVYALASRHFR
CRFBP-R2 block: blocks CRF-induced signaling of the CRF-BP/CRF-R2 complex. HEK293 CRF-R2/CRF-BP, CRF-induced calcium fluorescence. 350,000 tested, 0.59% active. inhibition, % at 11.8 µM;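 active = inhibition of the ligand-induced calcium signal above about 50% at the single tested concentration, limit read from the data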
MEKK3 PB1 HTS: raises or lowers MEK5 binding to the human MEKK3 PB1 domain | bead-based flow cytometry, Alexa488-MEK5 binding to MEKK3; actives lie on both sides; 0 = blocked by unlabeled MEK5, 100 = vehicle | binding response (% of control), % at 10 µM | 290,000 tested, 1.4% active;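 active = binding response more than 3 SD above or below the average of its plate-row segment, actives on both sides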;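 note: Alexa488 bead fluorescence after subtracting the streptavidin-only scavenger bead signal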
Target sequence (Q99759 whole entry, looked up, the tested form may be a part): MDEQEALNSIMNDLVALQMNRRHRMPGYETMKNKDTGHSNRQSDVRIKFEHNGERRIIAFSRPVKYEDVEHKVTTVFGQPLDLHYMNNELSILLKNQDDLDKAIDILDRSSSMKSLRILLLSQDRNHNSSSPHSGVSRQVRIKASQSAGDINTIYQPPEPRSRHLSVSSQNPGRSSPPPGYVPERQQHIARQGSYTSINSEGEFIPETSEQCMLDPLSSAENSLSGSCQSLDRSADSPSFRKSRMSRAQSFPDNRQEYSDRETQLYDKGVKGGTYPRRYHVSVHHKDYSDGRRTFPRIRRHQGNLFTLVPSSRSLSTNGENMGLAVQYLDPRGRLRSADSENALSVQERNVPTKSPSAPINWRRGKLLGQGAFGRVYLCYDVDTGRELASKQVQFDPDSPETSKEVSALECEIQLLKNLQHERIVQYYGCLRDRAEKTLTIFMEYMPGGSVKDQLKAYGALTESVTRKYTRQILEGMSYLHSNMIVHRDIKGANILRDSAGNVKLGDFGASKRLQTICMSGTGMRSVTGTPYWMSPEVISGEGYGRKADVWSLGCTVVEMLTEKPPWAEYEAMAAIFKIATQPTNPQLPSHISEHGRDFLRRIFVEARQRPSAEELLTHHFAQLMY
The depositor's hits bear a star; . = not tested or not shown. This is a subset; count on the stated rates, not on these rows.

SMILES	MEKK2wt PB1 HTS	CRFR2-BP ag	HCV NS3 hel inh	UBC9 SUMO inh	MEKK2 mut-MEK5	DNA FID counter	GalR3 antag	CRFBP-R2 block	MEKK3 PB1 HTS
O=[N+]([O-])c1nn(-c2ccc3c(c2)OCCO3)n(O)c1=NCCC1=CCCCC1	94	-0.9	0	1	-1	0	-7	2	95
COc1ccc(N(CC(=O)N/N=C(\C)CCc2ccccc2)S(=O)(=O)c2ccc(C)cc2)cc1	68	0.0	30	12	-10	-19	-7	7	70
Cc1nnc(SCCC(=O)Nc2nc(-c3ccccc3)ns2)s1	99	-0.6	-5	10	-5	-1	-5	21	102
Cc1cccc(OCC(=O)Nc2ccc3nc(C)sc3c2)c1	79	-2.5	10	-8	-7	-13	-5	-2	75
O=C(Nc1ccc(N2CCOCC2)cc1Cl)C1CCN(C(=O)OCc2ccccc2)CC1	88	-0.6	-4	4	-13	-52	-4	6	91
CC1CCN(S(=O)(=O)c2ccc3c(c2)N(CC(=O)NCCN2C(C)CCCC2C)C(=O)CS3)CC1 (centres undefined)	112	-0.8	-11	.	1	14	-8	-4	101
CCc1cc(C(c2ccccn2)N2CCN(C)CC2)c(NC(=O)c2ccccc2)s1 (centres undefined)	102	0.9	-35	-2	2	14	-6	-26	96
CC(=O)Nc1ccc2nc(-c3cccnc3)[nH]c2c1	.	-1.1	11	23	.	-4	-5	19	.
COc1ccccc1NC(=O)C(=O)NNC(=O)COc1ccc2ccccc2c1	100	.	-1	-11	2	-22	-8	.	102
COc1ccc(NC(=O)/C(Cl)=C(/Cl)S(=O)Cc2ccccc2Cl)cn1 (centres undefined)	103	35	-13	10	-9	-36	.	-8	103
N/C(Cc1cccs1)=N\OC(=O)COc1ccccc1Cl	102	-2.2	-7	-11	0	-3	1	12	101
CC(C)C(=O)c1cn(CC(=O)NCc2ccc3c(c2)OCO3)c2ccccc12	109	0.7	-3	16	6	-12	-2	4	109
NC(=O)CN1CCOCCOCCN(CC(N)=O)CCOCC1	95	0.4	4	-26	0	-5	-6	0	96
O=C(CCS(=O)(=O)c1cccc2nonc12)N1CCCc2ccccc21	100	-0.9	19	18	0	-13	0	7	96
CCCN(CCC)S(=O)(=O)c1ccc(C(=O)N2CCOCC2)cc1	100	-2.5	5	0	5	-18	-7	7	103

2 compounds drawn at random from the list so far:
SMILES	MEKK2wt PB1 HTS	CRFR2-BP ag	HCV NS3 hel inh	UBC9 SUMO inh	MEKK2 mut-MEK5	DNA FID counter	GalR3 antag	CRFBP-R2 block	MEKK3 PB1 HTS
N/C(Cc1cccs1)=N\OC(=O)COc1ccccc1Cl	102	-2.2	-7	-11	0	-3	1	12	101
NC(=O)CN1CCOCCOCCN(CC(N)=O)CCOCC1	95	0.4	4	-26	0	-5	-6	0	96

Further entries
SMILES	MEKK2wt PB1 HTS	CRFR2-BP ag	HCV NS3 hel inh	UBC9 SUMO inh	MEKK2 mut-MEK5	DNA FID counter	GalR3 antag	CRFBP-R2 block	MEKK3 PB1 HTS
CCOc1ccccc1C(=O)NC1CCN(Cc2ccccc2)CC1	102	0.6	4	-18	-2	2	-5	6	105
CC1(C)C(C(=O)O)N2C(=O)C(NC(=O)Cc3ccccc3)C2S1=O (centres undefined)	102	1.5	22	3	0	-15	-3	-12	105
CCCOc1ccc(N2CC(C(=O)Nc3ncccc3C)CC2=O)cc1 (centres undefined)	101	3.0	-1	-35	3	-8	0	23	100
COc1ccc(NC(=O)Cn2cnc3c(nnn3-c3ccc(C)cc3)c2=O)cc1	96	.	1	6	-4	-2	.	.	99
O=C(CSc1ccc2c(c1)OCCO2)Nc1cccnc1Cl	86	0.7	-11	9	-10	-2	0	11	91
CC(C)[C@H](NC(=O)N1c2ccccc2NC(=O)[C@@H]1C(C)C)C(=O)N[C@@H](Cc1c[nH]c2ccccc12)C(=O)O	109	-0.1	0	-2	5	-33	1	3	101
O=c1c(Cc2ccccc2)c(O)ccn1Cc1ccc2c(c1)OCO2	99	0.5	0	6	-2	-5	-4	0	101
Cc1ccc(C(=O)NNS(=O)(=O)c2ccccc2[N+](=O)[O-])cc1	105	-4.1	-1	-16	2	-1	7	19	105
Cc1ccc(C)c(-c2csc(N/N=C/c3ccco3)n2)c1	105	-1.5	7	18	2	-12	-6	-35	104
CC(C)NC(=S)NN=C1CCC(c2ccccc2)CC1 (centres undefined)	83	0.9	2	12	-9	1	-5	4	98
O=C(CCC(=O)c1cccs1)OCc1nc2ccccc2s1	109	-0.7	-6	14	1	-16	0	-8	106
O=C(CCN1C(=O)/C(=C/c2ccccc2Cl)SC1=S)NC1CCS(=O)(=O)C1 (centres undefined)	93	0.2	3	6	-7	-3	-10	-3	96
CCOc1ccccc1N1CCN(C(=O)c2ccc3c(c2)OCO3)CC1	106	-1.0	-3	2	7	-37	0	0	102
CCn1c(C(=O)NC2CCC(C)CC2)cc2sccc21 (centres undefined)	103	-1.2	0	-5	2	-36	-11	-13	101
CC(=O)c1c(OC(=O)c2cccc(Cl)c2)c2ccccc2n1C	97	0.7	8	-3	-6	-8	-5	-7	95
C(/C=C/c1ccccc1)=N/N1CCN(c2ccccc2)CC1	106	1.5	-3	3	5	3	-5	1	103
CN(CC(=O)N1CCN(c2ccccn2)CC1)S(=O)(=O)c1ccc2ccccc2c1	92	-2.1	-2	11	-7	-30	-9	1	95
Cc1cc(C(F)(F)F)nn1Cc1n[nH]c(=S)n1-c1cccc(Cl)c1	97	-1.0	1	1	0	-7	-8	1	98
Cc1nn(Cc2cccc(C(=O)Nc3ccn(Cc4ccccc4)n3)c2)c(C)c1[N+](=O)[O-]	102	1.8	3	-2	7	-4	.	38	104
COCCCNC(=O)C(=O)NC1CCCCC1C (centres undefined)	99	-0.7	-16	10	-3	0	3	-3	98
O=S(=O)(c1ccc(Br)cc1)N1CCC(c2nc3ccccc3[nH]2)CC1	102	-0.9	-9	-6	4	-11	-11	3	106
COc1ccc2c(c1)[nH]c1c(=O)n(CC3CCCO3)cnc12 (centres undefined)	96	0.7	2	0	0	-2	-5	13	101
O=C(N/N=C/c1ccncc1)c1cccc(S(=O)(=O)Nc2ccc(Cl)cc2)c1	91	0.0	23	23	4	-5	-4	-3	88
COc1cc(OC)c(NC(=O)CCc2nc(-c3cccs3)no2)cc1Cl	105	2.1	-7	-8	11	-2	-7	-10	102
O=C1CCCc2ccccc2N1Cc1cccc(F)c1	104	-2.2	5	13	0	-11	-10	8	98
O=C(COC(=O)c1cc(S(=O)(=O)N2CCOCC2)ccc1F)NCc1ccco1	105	1.2	9	3	9	-7	-1	19	102
COC(=O)c1sc(NC(=O)c2ccncc2)nc1C	98	-0.6	-1	8	-1	-7	-4	13	97
CCNC(=S)NNC(=O)c1cc(-c2cccc(OC)c2)nc2ccccc12	95	0.1	-3	3	-2	-4	1	-9	97
Cc1ccc(C)c(OCCC(=O)OCC(=O)Nc2cccnc2Cl)c1	101	-0.9	-3	2	0	-23	-1	-8	101
O=C(CCNS(=O)(=O)c1cccc2nonc12)NCCc1ccc(Cl)cc1	102	0.1	-1	26	6	1	-2	-9	104

Another view of part of the listing above.
Screens in order: MEKK2wt PB1 HTS	CRFR2-BP ag	HCV NS3 hel inh	UBC9 SUMO inh	MEKK2 mut-MEK5	DNA FID counter	GalR3 antag	CRFBP-R2 block	MEKK3 PB1 HTS
> O=C(CCN1C(=O)/C(=C/c2ccccc2Cl)SC1=S)NC1CCS(=O)(=O)C1 (centres undefined)
  93	0.2	3	6	-7	-3	-10	-3	96
> CCOc1ccccc1N1CCN(C(=O)c2ccc3c(c2)OCO3)CC1
  106	-1.0	-3	2	7	-37	0	0	102
> CCn1c(C(=O)NC2CCC(C)CC2)cc2sccc21 (centres undefined)
  103	-1.2	0	-5	2	-36	-11	-13	101
> CC(=O)c1c(OC(=O)c2cccc(Cl)c2)c2ccccc2n1C
  97	0.7	8	-3	-6	-8	-5	-7	95
> C(/C=C/c1ccccc1)=N/N1CCN(c2ccccc2)CC1
  106	1.5	-3	3	5	3	-5	1	103
> CN(CC(=O)N1CCN(c2ccccn2)CC1)S(=O)(=O)c1ccc2ccccc2c1
  92	-2.1	-2	11	-7	-30	-9	1	95
> Cc1cc(C(F)(F)F)nn1Cc1n[nH]c(=S)n1-c1cccc(Cl)c1
  97	-1.0	1	1	0	-7	-8	1	98
> Cc1nn(Cc2cccc(C(=O)Nc3ccn(Cc4ccccc4)n3)c2)c(C)c1[N+](=O)[O-]
  102	1.8	3	-2	7	-4	.	38	104
> COCCCNC(=O)C(=O)NC1CCCCC1C (centres undefined)
  99	-0.7	-16	10	-3	0	3	-3	98
> O=S(=O)(c1ccc(Br)cc1)N1CCC(c2nc3ccccc3[nH]2)CC1
  102	-0.9	-9	-6	4	-11	-11	3	106
> COc1ccc2c(c1)[nH]c1c(=O)n(CC3CCCO3)cnc12 (centres undefined)
  96	0.7	2	0	0	-2	-5	13	101
> O=C(N/N=C/c1ccncc1)c1cccc(S(=O)(=O)Nc2ccc(Cl)cc2)c1
  91	0.0	23	23	4	-5	-4	-3	88
> COc1cc(OC)c(NC(=O)CCc2nc(-c3cccs3)no2)cc1Cl
  105	2.1	-7	-8	11	-2	-7	-10	102
> O=C1CCCc2ccccc2N1Cc1cccc(F)c1
  104	-2.2	5	13	0	-11	-10	8	98
> O=C(COC(=O)c1cc(S(=O)(=O)N2CCOCC2)ccc1F)NCc1ccco1
  105	1.2	9	3	9	-7	-1	19	102
> COC(=O)c1sc(NC(=O)c2ccncc2)nc1C
  98	-0.6	-1	8	-1	-7	-4	13	97
> CCNC(=S)NNC(=O)c1cc(-c2cccc(OC)c2)nc2ccccc12
  95	0.1	-3	3	-2	-4	1	-9	97

Following part
SMILES	MEKK2wt PB1 HTS	CRFR2-BP ag	HCV NS3 hel inh	UBC9 SUMO inh	MEKK2 mut-MEK5	DNA FID counter	GalR3 antag	CRFBP-R2 block	MEKK3 PB1 HTS
CC1CCOC2(O1)C(=O)Nc1ccccc12 (centres undefined)	99	0.2	7	-3	-1	-5	-1	-8	104
COc1ccc2[nH]c(=O)c(CN(Cc3cccs3)C(=S)NCC3CCCO3)cc2c1 (centres undefined)	99	-1.4	-1	-7	-3	-10	5	-2	101
O=C(c1ccc(Cl)cc1)c1cc([N+](=O)[O-])ccc1N1CCOCC1	81	2.1	-15	19	-7	-5	6	0	79
CCn1cnc2scc(-c3ccc(OC)cc3)c2c1=O	106	0.4	3	6	5	-8	-4	5	102
Cc1cc(NC(=O)CCC(=O)N(c2ccccc2)C(C)C(=O)NC2CCCC2)no1 (centres undefined)	101	0.8	2	-1	-1	-35	-1	-4	99
COc1ccccc1N1CCN(c2ccc([N+](=O)[O-])cc2Cl)CC1	95	-1.3	-3	-21	1	7	-1	2	85
COc1ccc(-c2csc(NC(=O)COC(=O)C3=COCCO3)n2)cc1	91	-0.2	-5	-1	-7	-1	-2	8	94
COC(=O)C1=C(C)N(CCCC(=O)O)C(=O)NC1c1ccc2c(c1)OCO2 (centres undefined)	100	0.6	.	.	4	.	-5	2	97
O=C(Nc1cccc2ccccc12)c1ccc(F)cc1	103	-0.5	0	-6	3	-1	-9	-4	103
CC1=C(C(=O)NC2CCCc3c2cnn3-c2cccc(C)c2C)OCCO1 (centres undefined)	104	-0.5	0	-8	3	-37	0	3	103
COc1ccc(N(CC(=O)Nc2cccc(C(C)=O)c2)S(=O)(=O)c2ccc(NC(C)=O)cc2)cc1	107	6.1	-7	-3	2	-22	-7	2	102
Cc1c(C(=O)Nc2ccccc2)cn2c(nc3ccccc32)c1C#N	90	-0.4	7	24	-2	-3	-5	2	102
CCN1C(=O)/C(=C/c2nc3ccccc3c(=O)n2-c2ccc(C)cc2)c2ccccc21	108	-1.8	6	-4	14	6	-2	47	100

Screening data from PubChem.
